Source: PubChem (National Center for Advancing Translational Sciences (NCATS))
12-LOX inh – Primary qHTS assay for inhibitors of human arachidonate 12S-lipoxygenase (ALOX12): Round 2 | Polyunsaturated fatty acid lipoxygenase ALOX12 (Homo sapiens), P18054 | purified 12hLO, xylenol orange hydroperoxide absorbance | Potency, µM (highest dose often 108 µM), without a hit: at the highest dose activity change, negative = inhibition, hits mostly inhibitors | 1.1% of 580,000 active; active = well fitted inhibition curve with a large enough effect; inconclusive = small, poorly fitted or top-dose-only effect, or another doubt; inactive = no such curve, though single readings can be large or run the other way
Target sequence (P18054 whole entry, looked up): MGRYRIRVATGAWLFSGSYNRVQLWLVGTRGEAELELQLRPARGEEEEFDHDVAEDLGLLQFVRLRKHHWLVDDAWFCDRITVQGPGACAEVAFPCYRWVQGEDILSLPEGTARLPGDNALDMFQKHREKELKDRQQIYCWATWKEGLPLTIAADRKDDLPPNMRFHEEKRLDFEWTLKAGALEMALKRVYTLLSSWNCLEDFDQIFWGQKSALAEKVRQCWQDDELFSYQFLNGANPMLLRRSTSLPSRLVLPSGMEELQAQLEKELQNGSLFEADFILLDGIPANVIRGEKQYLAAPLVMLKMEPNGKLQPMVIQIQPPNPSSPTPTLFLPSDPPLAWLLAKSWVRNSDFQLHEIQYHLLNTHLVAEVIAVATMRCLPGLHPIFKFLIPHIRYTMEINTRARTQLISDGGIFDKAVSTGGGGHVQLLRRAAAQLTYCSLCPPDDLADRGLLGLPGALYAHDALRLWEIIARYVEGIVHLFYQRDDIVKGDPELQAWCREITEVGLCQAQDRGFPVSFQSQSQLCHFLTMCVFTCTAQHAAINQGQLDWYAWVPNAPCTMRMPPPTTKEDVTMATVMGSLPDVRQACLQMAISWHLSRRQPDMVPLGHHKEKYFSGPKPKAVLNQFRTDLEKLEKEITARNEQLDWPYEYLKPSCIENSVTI
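Hydroperoxide product was detected by ferrous iron/xylenol orange as the 573 to 405 nm absorbance ratio. Arachidonic acid at 40 uM (final) was turned over for 30 min at room temperature by 150 nM human 12hLO, pH 7.0 Hepes buffer, after 15 min compound preincubation.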
Active calls of the source: *; ? = inconclusive; [ ] = another dose, or the depositor's remark. % is scaled to controls: 0 for no effect and ±100 for the full control effect; potency is read from the fitted curve at half-maximal effect. This is a subset, so the mix of outcomes need not match the whole.

SMILES | 12-LOX inh
CCCNC(=O)CSc1nnc(N2CCCCC2)n1-c1ccc(C)cc1 | 26.2%
CCc1ccc(NC(=O)Cn2c(C)ccc(NS(=O)(=O)c3ccccc3)c2=O)cc1 | -3.4%
CCc1noc(-c2nc(Cc3ccccc3C)no2)n1 | 22.5%
O=C(c1cccs1)N1CCC2(CC1)CC(Cc1ccc(F)cc1)CCO2 (stereo not given) | -10.2%
CCCCNc1nc2ccccc2nc1NS(=O)(=O)c1cc(Cl)ccc1Cl | ?
CC(=O)N1CCC2(CC1)C(=O)NN=C2c1ccccn1 | -10.2%[176 µM]
O=C(NC[C@H]1Cn2c(-c3ccccc3)cnc2CO1)c1cnccn1 | 45.6%[activator][176 µM]
COc1ccc(CCC(=O)N2CCC(Cc3nc(-c4ccccc4)no3)CC2)cc1 | 15.6%
CN(Cc1ccccc1)C(=O)c1ccnc(-c2nnc3ccc(N4CCOCC4)nn23)c1 | -5.6%[176 µM]
COc1cccc(CNC(=O)[C@@H]2C[C@@H](O)CN2C2CCN(C(=O)c3ccncc3)CC2)c1 | 34.9%
Cc1cnc(C(=O)N2CC(F)(F)C[C@H]2c2nnc(C3CC3)o2)cn1 | 42.0%[activator]
CC(C)C(=O)NCCC1CCN(C(=O)Nc2cc(F)cc(F)c2)CC1 | 27.3%
Cc1cc2cc(NS(=O)(=O)c3c(C)cccc3[N+](=O)[O-])ccc2[nH]1 | ?
COCCC(=O)N[C@H]1CC[C@]2(C)CCC([C@H](C)C(=O)N3CCCCC3)[C@H](O)[C@H]2[C@@H]1C (stereo not given in full) | 32.6%[176 µM]
COc1cccc(C(=O)N2CCC(c3n[nH]c(=O)n3-c3ccccc3)CC2)c1 | -11.3%
Cc1ncc(-c2ccc(S(=O)(=O)Nc3ccc(F)cc3)cc2)o1 | -22.4%
Cc1[nH]n(-c2nc3ccccc3[nH]2)c(=O)c1C1OC(=O)c2ccccc21 (stereo not given) | 0.0%
CS(=O)(=O)c1ccc(CN2CC[C@@H](c3ccc4ccccc4c3)[C@H](O)C2)cc1 | ?
CCOc1ccc(C(=O)N2CCN(c3cc(-c4cccs4)[nH]n3)CC2)cc1 | 28.4%
COC(=O)c1sc(NC(=O)COc2ccc(C)cc2C)nc1C | -6.2%
CC(NC(=O)Cc1cccn1-c1ccc(Cl)cc1)c1cccnc1 (stereo not given) | 19.5%
COc1ncccc1-c1ccc2ncn(Cc3ccccn3)c(=O)c2n1 | 55.7%[activator][176 µM]
FC(F)(F)c1cccc(CSc2nnc(SCc3cccc(C(F)(F)F)c3)s2)c1 | -0.2%
Cc1cccc(NC(=O)COC(=O)c2cc(C)nc3ccccc23)c1 | ?
COc1ccc(-c2nc(C(C)C)nc3c2CCN(C(=O)N(C)C)CC3)cc1 | 29.1%

Some of these compounds in order of their number in 12-LOX inh, high to low:
SMILES | 12-LOX inh
CCCNC(=O)CSc1nnc(N2CCCCC2)n1-c1ccc(C)cc1 | 26.2%
FC(F)(F)c1cccc(CSc2nnc(SCc3cccc(C(F)(F)F)c3)s2)c1 | -0.2%
COc1cccc(C(=O)N2CCC(c3n[nH]c(=O)n3-c3ccccc3)CC2)c1 | -11.3%

More records follow.
SMILES | 12-LOX inh
CN(C)c1ccc(-c2nc(C3CCOC3)no2)cc1 (stereo not given) | -5.4%
COc1ccc(NS(=O)(=O)c2cc(C(=O)N3CCCCC3)cs2)cc1 | -43.9%
CN1C[C@@H](NC(=O)c2ccc(F)cc2)C[C@H]1c1nc(-c2cncnc2)no1 | 16.8%[176 µM]
Cc1noc(C)c1C(=O)N1CCCC(CCc2ccc(F)cc2F)C1 (stereo not given) | 5.4%
Cc1oc(-c2ccccc2)nc1CC(=O)Nc1ccc(S(=O)(=O)NC2CC2)cc1 | ?
Fc1ccc(N/N=C/c2cccc(Br)c2)c(F)c1 | 15.8µM*
CCCc1cc(C(=O)N[C@@H]2CCOC[C@H]2OCCO)n(C)n1 | 38.6%[activator]
Cc1cc(C(=O)N2CCN(S(=O)(=O)c3ccccc3)CC2)c(C)n1Cc1ccccn1 | 26.6%
O=C(Nc1ccc2c3c(cccc13)CC2)c1ccccc1 | -2.8%
CCCCc1nc(N2CCN(CCO)CC2)c(C#N)c2c1CCCC2 | -15.2%
Cn1ncc(N2CCC(CNC(=O)c3ccn(C(C)(C)C)c3)C2)cc1=O (stereo not given) | 53.4%[activator]
COc1ccc(-c2c3c(=O)n(C)c(=O)n(C)c3c3n2-c2ccccc2NC3c2ccc(C#N)cc2)cc1 (stereo not given) | ?
O=C(O)CCC(=O)N1Cc2ccccc2CC2(CCCCN2Cc2ccc(O)cc2)C1 (stereo not given) | 3.3%[6.33 µM]
O=C1NC2(CCCN(CC3CCCC3)C2)Oc2ccccc21 (stereo not given) | 16.6%[176 µM]
O=C(/C=C/c1cccs1)OCC(=O)c1cc2ccccc2o1 | -18.9%
CCn1c(Cn2ccnc2)nnc1C1CCN(C(=O)C(C)(C)OC)CC1 | -4.1%
Cc1nc(N2CCC(N[C@H]3Cc4ccccc4[C@@H]3N)CC2)c2ccsc2n1 | 22.4%
COc1cccc(OC)c1C(=O)Nc1c(NC2CCCC2)c2ccccc2oc1=O | 5.3%
CCN(CC)C(=O)CC[C@@H]1CNC(=O)[C@@H]2C[C@H](NCc3cccc(Cl)c3)CN12 | 12.2%[176 µM]
CN1CCN(c2ccc(CNC(=O)C3Cc4c(-c5ccc6c(c5)OCO6)ccnc4O3)cc2)CC1 (stereo not given) | -13.8%
O=C(NC1CCCCCCC1)C1CCC(Cn2cnnn2)CC1 (stereo not given) | 47.0%
CCc1nc2ccc(C(=O)N3CCN(S(=O)(=O)CC)CC3)cn2c1N(C=O)CCC(C)C | 2.3%
N#Cc1nc(COc2ccc(F)cc2)oc1N1CCOCC1 | 20.5%
CN1CCN(C(=O)NCc2cccc(F)c2)CC12CCNC(=O)CC2 (stereo not given) | -1.5%
COc1ccccc1CNc1nc2ccccc2nc1C(=O)OC(C)C | -22.5%
Cc1nc(CN2CCN(C(=O)NCc3ccco3)CC2)cs1 | -1.4%
COCCNC(=O)c1ccc(OC2CCN(Cc3ccc(OC)cc3F)CC2)c(Cl)c1 | -1.2%
CC(C)Oc1cccc(NC(=O)C2(C)CCCN2C(=O)C(C)C)c1 (stereo not given) | -8.4%
COC(=O)[C@@H]1Cc2c([nH]c3ccccc23)[C@H]2C[C@H](NC[C@H]3CCCO3)C[C@@H](c3ccccc3F)N21 | -0.5%
CCNC(=O)CN1CCN(C(C(=O)O)c2c[nH]c3ccc(OCc4ccccc4)cc23)CC1 (stereo not given) | ?
CC(CCl)n1c(=O)c2ccccc2n1S(C)(=O)=O (stereo not given) | -27.8%
CCCCC(=O)N(C)C(c1ccccc1)c1c[nH]c2ccccc12 (stereo not given) | -64.0%
COC(=O)[C@@H]1Cc2c([nH]c3ccccc23)[C@H]2C[C@@H](NCCN3CCOCC3)C[C@@H](c3ccc(F)cc3)N21 | 16.5%
Cc1cc(C(=O)N2c3ccccc3CC2c2nc(C(C)C)no2)nn1C (stereo not given) | 7.1%
O=C(O)CCc1ccc(-c2ccc(Br)cc2)n1NC(=O)c1ccc(O)cc1 | ?
Cc1cccc(-c2cn[nH]c2C2CCN(C(=O)c3ccccc3OC(F)F)CC2)c1 | 1.7%
COc1cc(NC(=O)C(c2ccccc2)c2ccccc2)c(OC)cc1Cl | 12.3%
N#CCc1ccccc1C(=O)OCC(=O)N1CCN(c2ccccc2)CC1 | ?
CC(C)n1c(SCC(=O)N2CCOCC2)nc2c1c(=O)n(C)c(=O)n2C | 9.9%
CC(C(=O)NCC1CC1)N1C(=O)COc2ccc(C(=O)COc3ccccc3Cl)cc21 (stereo not given) | 23.0%
O=C(C1CC1)N1CCC2(CC1)SCC(=O)N2c1ccc(F)cc1 | -8.0%
Cc1ccc(-c2nc(C(=O)NCc3ccccc3Cl)no2)cc1 | 2.2%
NC(=O)C1CCN(C(=O)CCNc2ncnc3nc[nH]c23)CC1 | 1.5%
Cc1ncc2c(N3CC4CCC(C3)N4CC(F)(F)F)nc3ccccc3n12 | -3.2%[6.33 µM]
CS(=O)(=O)Cc1ccc(C(=O)OCc2ccc(C#N)cc2F)cc1 | 32.3%[activator]
Cc1noc(Cc2c(C)nn(-c3ccccc3)c2C)n1 | 21.3%
COc1cc(CN2CCOc3ccc(CN4CCC(O)(c5cccnc5)CC4)cc3C2)cc(OC)c1 | 4.7%
COc1cncc(NC(=O)C2=NO[C@@H]3CN(Cc4cccc(F)c4)C[C@H]23)c1 | 12.6%[176 µM]
CCCCNC(=O)C[C@@H]1C[C@@]2(C(=O)OCC)CCC=C2N(Cc2ccccc2)C1=O | -3.0%
O=C(CSCC(=O)N(Cc1cccs1)C1CC1)c1ccccc1 | 3.5%

Next compounds.
SMILES | 12-LOX inh
O=C(Nc1ccc([C@@H](O)[C@H]2COCC(=O)N2Cc2cccnc2)cc1)c1ccccc1 | 76.5%[activator][176 µM]
O=C(c1ccccc1)N1CCC2(CC1)CC(N(Cc1ccccc1)C1CC1)CCO2 (stereo not given) | 32.0%
COc1cc(C(=O)OCc2ccc(C#N)cc2)cc(Cl)c1OC | 0.2%
COc1cccc(CNC(=O)CN2C(=O)NC3(CCS(=O)(=O)CC3)C2=O)c1 | 39.7%[activator]
CC(C)Oc1cccc2c1c(NC(=O)C1CCOCC1)nn2C | 21.3%
CCN1C(=O)C2(CCN(C(=O)CC(C)C)CC2)c2ccccc21 | 21.5%
CC(C)C(=O)Nc1ccc(CNC(=O)c2cc[n+]([O-])cc2)cc1 | 6.8%
CC(C)c1nc(CCn2cc(-c3cncnc3)nn2)cs1 | ?
COc1ccccc1N1CCN(Cc2cc(=O)oc3cc(C)ccc23)CC1 | -23.3%
Cc1ccccc1NC(=O)c1cnc2ccccc2n1 | -16.9%
CS(=O)(=O)N1CCC(OC2CCN(S(=O)(=O)c3ccccc3)CC2)CC1 | 36.7%[activator]
CCc1nc2c(c(-c3ccc(O)cc3)n1)CN(Cc1ccccc1)CCC2 | 15.0%
CC1=C(C(=O)N2CCCCC2)C(c2ccc(C)cc2)C2=C(CC(C)(C)CC2=O)N1 (stereo not given) | 29.9%
CO[C@@H]1CN(C)C(=O)c2ccc(NC(=O)C3CCC3)cc2OC[C@H](C)N(CC2CCCCC2)C[C@H]1C | -21.6%
COCCN1CCCN(C(=O)c2cccc(F)c2)c2ccccc21 | ?
CCC(C)NC(=O)c1ccc2c(c1)CC(=O)N2Cc1ccccc1 (stereo not given) | 38.1%
c1ccc(CNn2nnc3ccccc32)cc1 | ?
c1ccc(C(CCn2cncn2)n2ccnc2-c2cc3n(n2)CCNC3)cc1 (stereo not given) | 52.6%[activator]
Nc1nc(COC(=O)c2ccc(Cl)cc2)nc2ccccc12 | 4.9%
CC1(NC(=O)Cc2ccc3ccccc3c2)CCCC1 | ?
COc1ccc(NC(=O)Cc2c[nH]c3ncc(-c4cnn(C)c4)cc23)cn1 | -2.9%[176 µM]
O=C(C=Cc1ccc(/C=C/C(=O)Nc2ccc(C3=NCCN3)cc2)cc1)Nc1ccc(C2=NCCN2)cc1 | ?
CCOc1ccc(C(=O)N2CCN(c3oc(-c4cccs4)nc3C#N)CC2)cc1 | -46.8%
CCOC(=O)c1oc2cc(O)ccc2c(=O)c1-c1ccc(Br)cc1 | -2.2%
O=C(NC1CCCN(c2cc(-c3ccccc3)[nH]n2)C1)c1cccc2[nH]ccc12 (stereo not given) | 7.5%

Structures listed so far printed as active in 12-LOX inh:
SMILES | 12-LOX inh
Fc1ccc(N/N=C/c2cccc(Br)c2)c(F)c1 | 15.8µM*

Other records:
SMILES | 12-LOX inh
Cc1cc(C(=O)N2CCCCCC2CN2CCC(C)CC2)nn1C (stereo not given) | 37.6%
COc1ccc(S(=O)(=O)N2CCCCCC2)cc1NC(=O)CCNC(=O)c1ccc(Cl)cc1 | ?
CN(C)c1nccnc1OC1CCN(S(=O)(=O)Cc2ccccc2)C1 (stereo not given) | 23.7%
CCC1(N2CCN(C(=O)c3ccccc3OC(F)(F)F)CC2)CCN(S(C)(=O)=O)C1 (stereo not given) | ?
O=[N+]([O-])c1ccc(/C=N/Nc2ccc(S(=O)(=O)Nc3cccc(Cl)c3)cc2[N+](=O)[O-])cc1 | 14.2%
Cc1ccc(-c2cnc(CCC(=O)N3CCCN(Cc4ccc(F)cc4)CC3)o2)cc1C | -0.7%
CCOc1cc(/C=C2/NC(=O)NC2=O)ccc1OCc1ccc(Cl)cc1Cl | -25.9%
CC(C)C(NC(=O)c1cn(C2CCC(N)CC2)nn1)c1nc(C2CC2)no1 (stereo not given) | 37.6%
COC(=O)C1=CN(c2ccc(Oc3ccccc3)cc2)C(N)=C(C#N)C1c1ccc(-c2ccccc2)cc1 (stereo not given) | -23.9%
CC(=O)c1ccc(F)c(-c2cc(C)cc3c2OC(CNC(=O)Cn2nc(C)nc2C)C3)c1 (stereo not given) | 7.7%
CC1(C)CN(C(=O)c2cnc(N3CCOCC3)nc2)C[C@]1(C)O | -2.6%
OC1(CNc2cc(C(F)(F)F)nc(N3CCCC3)n2)CCCNCC1 (stereo not given) | ?
COc1ccc(CCc2nc3ccccc3n2C(CCc2ccccc2)c2nc3ccccc3[nH]2)cc1 (stereo not given) | 12.3%
CC(=O)Nc1ccc(NC(=O)CCc2ncc(-c3ccccc3Cl)o2)cc1 | ?
COC(=O)Cc1c(C)c2ccc(OCc3cccc(Cl)c3)c(C)c2oc1=O | -53.8%
COc1ccc(CC(=O)N2CCCC(c3ccc(C(=O)O)cc3)C2)c(OC)c1 (stereo not given) | 28.6%
